Source: PubChem (National Center for Advancing Translational Sciences (NCATS))
GAA spleen mod: inhibitors or activators of human alpha-glucosidase in spleen homogenate. Potency, µM (doses to about 79.9 µM), inactives show at the highest dose activity change, negative = inhibition, usual class: inhibitors. 240,000 compounds, 0.006% hits. AID 2112. P10253. human spleen homogenate, 4-MU-alpha-glucoside fluorescence;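 note: 0% = enzyme with vehicle and -100% = no enzyme basal signal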
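Human spleen homogenate (1 ug) with 4-methylumbelliferyl-alpha-D-glucopyranoside (1 mM final) in 50 mM citrate/phosphate pH 5.0, 0.01% Tween-20; 40 min at 37 C. Stopped at pH 10; 4-MU fluorescence Ex 365/Em 440 nm; AC50 by Hill fit.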
Tau fibril ThT: tau fibrillization inhibition (ThT binding); P10636; recombinant tau K18 P301L, heparin-induced fibrillization, ThT fluorescence; Potency, µM (highest dose often 57.4 µM), for inactives: top-dose activity, negative = inhibition, hits mostly inhibitors; 270,000 compounds, 2.1% hits; AID 1460; note: % is set by controls: 0 for no effect and ±100 for the full control effect; nearly all actives have a fitted effect of over 55% in size
Target sequence (P10636 561-689 P618L limits assumed): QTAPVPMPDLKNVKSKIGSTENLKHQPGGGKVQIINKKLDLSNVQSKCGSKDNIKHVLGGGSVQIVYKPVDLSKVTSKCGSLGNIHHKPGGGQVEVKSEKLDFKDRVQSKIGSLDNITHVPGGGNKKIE
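Heparin-induced fibrillization of the P301L-mutant K18 repeat-domain fragment of human tau was followed by ThT binding in quantitative high-throughput format.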
Tau fluor counter: counter-screen for tau fibril formation inhibitors | tau K18 P301L Alexa594 fluorescence, heparin fibrillization | Potency, µM (doses to about 57.7 µM), without a hit: at the top dose activity change, negative = decrease | 280,000 compounds, 0.93% hits | AID 1463; note: % is set by controls: 0 for no effect and ±100 for the full control effect; nearly all actives have a fitted effect of over 55% in size
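Human tau K18 P301L (15 uM unlabeled, 0.24 uM Alexa 594-labeled) in 100 mM sodium acetate pH 7 with 20 uM heparin, 6 hr at 37 C. ThT 30 uM added, 1 hr ambient; Alexa 594 FP and total fluorescence read at 555/632 nm.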
HTT ATP protect: Huntington cell model cytoprotection by ATP luminescence; PC12 HTT-Q103 induced, cytoprotection, ATP luminescence, 40 h; Potency, µM (top dose mostly 56.4 µM), for inactives: cytoprotection (ATP increase), hits mostly activators; 230,000 compounds, 0.14% hits;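 note: % of control where 0% means no effect; nearly all actives have a fitted effect of over 45% in size; toxic huntingtin expression switched on by the ecdysone agonist tebufenozide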
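PC12 cells with ecdysone-inducible HTT exon 1 Q103-GFP, induced with 100 nM tebufenozide and co-treated with library compounds in a dose series (1536-well, 1500 cells/well). Cytoprotection read as ATP content by ATPlite luminescence.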
aGal spleen mod: inhibitors or activators of human alpha-galactosidase in spleen homogenate | Potency, µM (titrated, usually from 80 µM), without a hit: top-dose activity change, negative = inhibition, usual class: inhibitors | P06280 | 240,000 compounds, 0.008% hits | human spleen homogenate, 4MU-alpha-Gal fluorescence, 40 min;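 note: 0% = enzyme with vehicle and -100% = no enzyme basal signal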
Target sequence (P06280 32-429 limits assumed): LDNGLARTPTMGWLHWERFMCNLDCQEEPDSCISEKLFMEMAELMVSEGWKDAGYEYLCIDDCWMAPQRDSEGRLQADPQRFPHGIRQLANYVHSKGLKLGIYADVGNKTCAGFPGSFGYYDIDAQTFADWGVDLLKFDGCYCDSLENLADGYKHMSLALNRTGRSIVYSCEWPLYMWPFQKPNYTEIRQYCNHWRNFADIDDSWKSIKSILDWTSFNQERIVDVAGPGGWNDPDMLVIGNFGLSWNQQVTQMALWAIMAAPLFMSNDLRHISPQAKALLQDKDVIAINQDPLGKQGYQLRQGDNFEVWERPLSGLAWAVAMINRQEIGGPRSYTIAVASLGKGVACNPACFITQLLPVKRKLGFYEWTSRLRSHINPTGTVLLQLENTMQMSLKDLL
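Human spleen homogenate (1 ug) as enzyme source, 4-methylumbelliferyl-alpha-D-galactopyranoside 1 mM final, citrate/phosphate pH 5.0 with 0.01% Tween-20. Compounds 40 min at 37C, NaOH/glycine stop; fluorescence Ex 365/Em 440, Hill-fit AC50.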
Tau FP inhib: tau fibrillization inhibition (FP); P10636; K18 P301L tau heparin fibrillization, Alexa594 FP, 6 h; Potency, µM (doses to about 57.7 µM), for the others: top-dose activity, negative = inhibition, actives largely listed as inhibitors; 280,000 compounds, 0.39% hits; note: % is set by controls: 0 for no effect and ±100 for the full control effect; nearly all actives have a fitted effect of over 55% in size
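Heparin (20 uM) drove fibril formation of recombinant tau K18 P301L, 15 uM unlabeled with 0.24 uM Alexa 594 label, for 6 hr at 37 C in 100 mM sodium acetate pH 7. Fluorescence polarization (555/632 nm) read 1 hr after 30 uM ThT.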
GAA inh: alpha-glucosidase (human) inhibition; P10253; Potency, µM (series often up to 76.9 µM), for the others: at the highest dose activity change, negative = inhibition, most hits filed as inhibitors; purified human GAA, 4-MU-alpha-glucoside fluorescence; 200,000 compounds, 0.005% hits;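 note: plate controls were uninhibited enzyme wells for no effect and no-enzyme background for full effect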
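Enzyme (4 nM final) mixed with compound (up to 77 uM), then 4-MU-alpha-D-pyranoside (400 uM final) added; 20 min at room temperature, pH 5.0. Reaction stopped at pH 10, fluorescence read, AC50 derived by Hill fit.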
GAA glycogen: GAA glycogen-cleavage inhibition or activation; P10253; recombinant GAA, glycogen substrate, Amplex Red glucose oxidase fluorescence; Potency, µM (doses to about 76.4 µM), for inactives: top-dose activity change, negative = inhibition, actives largely listed as inhibitors; 300,000 compounds, 0.38% hits; AID 2100;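 note: 0% = full enzyme reaction and -100% = no-enzyme basal signal; the screen sought inhibitors and activators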
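Natural-substrate format: glycogen cleavage by 4 nM human enzyme, glucose read by Amplex Red coupling (Ex 573, Em 610 nm). Normalized to enzyme and no-enzyme controls.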
* hit, by the source's call; u = inconclusive; x = no result given; & = joins results of further samples; [ ] = another dose, or the depositor's remark. Calls come from the whole dose curve; as a rule, active = well fitted curve in the direction sought with a large enough effect; inconclusive = small, poorly fitted or top-dose-only effect, or another doubt; inactive = no such curve, though single readings can be large; an effect the other way counts as inactive or inconclusive. Potency is the fitted concentration of half-maximal effect.

1	O=C(COC(=O)CCc1c[nH]c(=O)[nH]1)Nc1ccccc1Cl
2	CCOc1ccccc1N=C1SC(CC(=O)Nc2ccc(OC)cc2OC)C(=O)N1CCC1=CCCCC1 (stereo unspecified)
3	C=CCOC(=O)C1=C[C@@H](c2ccc(C(F)(F)F)cc2)[C@H](CCCO)[C@@H](OCC)O1
4	O=S(Cc1ccc(Cl)cc1)c1ncc(CO)n1Cc1ccccc1 (stereo unspecified)
5	CC(=O)c1c(C)[nH]c(=S)c(C#N)c1-c1ccc(Cl)cc1
Screen / compound no.	1	2	3	4	5
GAA spleen mod	-5%	-2%	2%	7%	-3%
Tau fibril ThT	u	-17%	-4%	-1%	u
Tau fluor counter	-6%	-25%	-8%	2%	-20%
HTT ATP protect	17%	11%[10 µM]	17%[10 µM]	-8%	7%[10 µM]
aGal spleen mod	7%	1%	3%	5%	-7%
Tau FP inhib	-12%	14%	7%	2%	0%
GAA inh	-5%	-9%	x	3%	x
GAA glycogen	-24%	-3%	-9%	16%	-12%

6	CC(=O)c1ccc(NC(=O)c2ccc(-c3ccc(Cl)cc3)o2)cc1
7	CCn1cc(SCC(=O)NCc2ccc3c(c2)OCO3)c2ccccc21
8	C/C(=N\NS(=O)(=O)c1cccc([N+](=O)[O-])c1)c1cccnc1
9	O=C(Nc1c(Cl)cccc1Cl)c1cc(=O)n(Cc2ccccc2)c(=O)[nH]1
10	Cc1ccc(NC(N)=S)cc1
Screen / compound no.	6	7	8	9	10
GAA spleen mod	x	-4%	4%	-16%	1%
Tau fibril ThT	u	u	-8%	-12%	2%
Tau fluor counter	u	-17%	-8%	-8%	6%
HTT ATP protect	x	-9%[10 µM]	-9%[10 µM]	13%[10 µM]	x
aGal spleen mod	x	3%	3%	-5%	4%
Tau FP inhib	-12%	1%	0%	-11%	1%
GAA inh	x	-10%	0%	6%	6%
GAA glycogen	-4%[76.3 µM]	-13%	-19%	-1%	-1%

11	Cc1cc(C(=O)C(=O)O)c(C)n1-c1ccc(Cl)cc1
12	CCN(CC)CCNC(=O)c1ccc(NC(=O)c2ccc(Cl)c(S(=O)(=O)Nc3ccccc3OC)c2)cc1
13	Cc1ccc2nc(N3CCN(c4cccc(C)c4C)CC3)c3nncn3c2c1
14	COc1ccc(-n2nnnc2SCC(=O)c2ccc3c(c2)OCCO3)c(OC)c1
15	Cc1cc2cc(C)c3nnc(SCC(=O)N4CCc5ccccc54)n3c2cc1C
Screen / compound no.	11	12	13	14	15
GAA spleen mod	4%	-13%	x	-5%	-12%
Tau fibril ThT	-2%	-13%	u	-2%	-5%
Tau fluor counter	-2%	u	-23%	-25%	-2%
HTT ATP protect	7%[10 µM]	24%	x	-22%	-9%
aGal spleen mod	-3%	11%	x	-7%	-1%
Tau FP inhib	-2%	-3%	1%	u	-5%
GAA inh	3%	3%	x	0%	-14%
GAA glycogen	1%	1%	15%[76.3 µM]	3%	4%

16	O=c1ccccn1CCOc1ccc(Cl)cc1
17	CCOc1ccc2nc(SC(CC)C(=O)Nc3cc(C)on3)sc2c1 (stereo unspecified)
18	COc1ccc(C2=NN(C3=NN=C(N)Cc4ncnn43)C(O)(C(F)(F)F)C2)cc1 (stereo unspecified)
19	C=CCNC(=O)c1onc(CSc2ccc(F)cc2)c1C(=O)O
20	O=C(COC(=O)c1ccco1)NCc1cccs1
Screen / compound no.	16	17	18	19	20
GAA spleen mod	-3%	-18%	1%	2%	5%
Tau fibril ThT	-16%	11%	-12%	-4%	-3%
Tau fluor counter	-18%	-2%	-7%	-3%	-3%
HTT ATP protect	-40%[10 µM]	-25%	4%[10 µM]	10%	13%[10 µM]
aGal spleen mod	-1%	-5%	13%	5%	0%
Tau FP inhib	0%	-6%	-7%	-6%	-6%
GAA inh	x	-1%	12%	5%	-2%
GAA glycogen	5%	2%	3%	-15%	-9%

21	CCOc1ccccc1C(=O)Nc1ccsc1C(=O)OC
22	CCC(=Nc1ccc(N)cc1)C1=C(O)C(C(=O)OC)C(C)(C)CC1=O (stereo unspecified)
23	COC(=O)C1=C(C)N(Cc2ccco2)C(=O)N[C@@H]1c1ccccc1
24	OC[C@@H]1[C@@H](c2ccccc2)C(c2ccc(F)cc2)=NN1c1ccccc1
25	COc1cccc(CN2CCC(C(=O)N3CCN(c4ccccc4F)CC3)CC2)c1
Screen / compound no.	21	22	23	24	25
GAA spleen mod	-2%	0%	-3%	u	0%
Tau fibril ThT	u	7.1µM*	-8%	u	-2%
Tau fluor counter	-23%	u	-4%	10µM*[quencher]	9%
HTT ATP protect	-37%[10 µM]	-21%	x	-211%[inhibitor]	x
aGal spleen mod	0%	5%	-3%	u	3%
Tau FP inhib	-6%	14µM*	2%	u	1%
GAA inh	-4%	-18%	-6%	x	1%
GAA glycogen	-6%	u	8%	x	-4%

26	CCOC(=O)C1CCCN(c2ncnc3c2cnn3-c2ccc(OC)cc2)C1 (stereo unspecified)
27	CN(Cc1ccccc1)c1ncnc2c1cnn2-c1ccccc1
28	NNC(=O)CNC(=O)c1ccc(F)cc1
29	O=C(Nc1ccc(NC(=O)C2CC2)cn1)c1ccccc1Cl
30	O=C(NNc1ccccc1[N+](=O)[O-])Nc1cccc(Cl)c1
Screen / compound no.	26	27	28	29	30
GAA spleen mod	3%	-13%	-2%	-3%	-9%
Tau fibril ThT	u	-19%	0%	-6%	u
Tau fluor counter	-15%	-22%	-2%	-9%	-24%
HTT ATP protect	4%[10 µM]	-12%[10 µM]	-9%[1.9 µM]	-13%[10 µM]	2%[10 µM]
aGal spleen mod	13%	0%	2%	2%	-15%
Tau FP inhib	1%	-3%	1%	-6%	-9%
GAA inh	0%	3%	5%	u	x
GAA glycogen	3%	-11%	10%	-7%	u

31	O=C(NCCSc1c(-c2ccc(Br)cc2)[nH]c2ccccc12)c1ccc(S(=O)(=O)N2CCOCC2)cc1
32	Cc1ccc(/C=C/C(=O)Nc2cc(S(=O)(=O)N3CCCCCC3)ccc2OCC(F)(F)F)o1
33	CC(C)(C)NC(=O)CSc1nnc(C2CC2)n1-c1ccccc1
34	CCSc1ccccc1C(=O)NCc1ccc(OC)cc1
35	CCCNC(=O)Cn1cnc2sc(C(=O)N3CCCC(C(=O)OCC)C3)c(C)c2c1=O (stereo unspecified)
Screen / compound no.	31	32	33	34	35
GAA spleen mod	x	-3%	-1%	-14%	-2%
Tau fibril ThT	-4%	9%	-4%	-7%	-12%
Tau fluor counter	4.5µM*[quencher]	-4%	-4%	-1%	-6%
HTT ATP protect	x	-2%[10 µM]	-8%[10 µM]	-23%	16%
aGal spleen mod	x	3%	0%	-4%	2%
Tau FP inhib	-14%	-2%	-6%	1%	6%
GAA inh	x	-10%	-1%	1%	-8%
GAA glycogen	-6%[76.3 µM]	0%	-3%	6%	6%

36	O=C1c2cccc3cc(Br)cc(c23)C(=O)N1Nc1ccccc1
37	c1ccc(-c2cc(-c3ccccc3)n3ncnc3n2)cc1
38	C=CC(=O)N1C(=O)c2ccccc2S1(=O)=O
39	Cc1ccc(S(=O)(=O)Oc2ccc(/C=C(/NC(=O)c3ccccc3)C(=O)NCCC(=O)O)cc2)cc1
40	CCc1ccccc1NC(=O)Cn1c(=O)n(Cc2ccco2)c(=O)c2ccccc21
Screen / compound no.	36	37	38	39	40
GAA spleen mod	-9%	-6%	-1%	-12%	x
Tau fibril ThT	u	-7%	-1%	-16%	-9%
Tau fluor counter	-20%	-8%	1%	-11%	-1%
HTT ATP protect	-39%[inhibitor]	-38%[inhibitor]	u	-7%[10 µM]	x
aGal spleen mod	-12%	-9%	1%	1%	x
Tau FP inhib	6%	1%	8%	-2%	u
GAA inh	2%	-2%	x	-9%	x
GAA glycogen	13%	8%	x	7%	-4%[76.3 µM]

Four structures from above, sorted by molar mass, lowest first.
38	C=CC(=O)N1C(=O)c2ccccc2S1(=O)=O
37	c1ccc(-c2cc(-c3ccccc3)n3ncnc3n2)cc1
34	CCSc1ccccc1C(=O)NCc1ccc(OC)cc1
36	O=C1c2cccc3cc(Br)cc(c23)C(=O)N1Nc1ccccc1
Screen / compound no.	38	37	34	36
GAA spleen mod	-1%	-6%	-14%	-9%
Tau fibril ThT	-1%	-7%	-7%	u
Tau fluor counter	1%	-8%	-1%	-20%
HTT ATP protect	u	-38%[inhibitor]	-23%	-39%[inhibitor]
aGal spleen mod	1%	-9%	-4%	-12%
Tau FP inhib	8%	1%	1%	6%
GAA inh	x	-2%	1%	2%
GAA glycogen	x	8%	6%	13%

The listing continues:
41	O=S(=O)(NCC(Nc1ccc(Cl)cc1)c1ccccc1)c1ccccc1 (stereo unspecified)
42	Cc1ccccc1C(=O)NC(=S)NCc1cccnc1
43	O=C(O)C1Cc2[nH]cnc2C(c2ccc(F)cc2)N1 (stereo unspecified)
44	CN(C)CCN(Cc1cc2cc3c(cc2[nH]c1=O)OCCO3)C(=S)NCC1CCCO1 (stereo unspecified)
45	O=C(NCc1ccc2c(c1)OCO2)c1ccc(S(=O)(=O)N2CCCCC2)cc1
46	COC(=O)c1ccc2c(=O)[nH]c(CN3c4ccccc4CC3C)nc2c1 (stereo unspecified)
47	CCn1cnc2cc(NC(=O)c3ccco3)ccc21
Screen / compound no.	41	42	43	44	45	46	47
GAA spleen mod	-9%	1%	x	-1%	-8%	4%	-1%
Tau fibril ThT	8%&-3%	-9%	-10%	-9%	-5%	u	-1%
Tau fluor counter	8.9µM*[quencher]	-10%	1%	1%	-19%	-26%	2%
HTT ATP protect	2%[10 µM]	0%[10 µM]	-8%	x	16%	-21%	-23%[10 µM]
aGal spleen mod	-2%	1%	3%	6%	-5%	4%	15%
Tau FP inhib	-2%&8%	-1%	-1%	-10%	-3%	7%	-1%
GAA inh	-4%	12%	-2%	u	-8%	-2%	1%
GAA glycogen	u	-9%	u	18%	1%	-9%	4%
